# High-throughput results deposited in PubChem BioAssay by several laboratories.
# CHRM4 PAM: CHRM4 positive allosteric modulation. P08173. CHO-K1 hM4/Gqi5, Fluo-8 calcium fluorescence, ACh EC20; 0% = ACh EC20, 100% = maximal ACh. activation, % at 3 µM. hit rate 0.4% among 360,000. AID 624126;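 active = activation above its plate's cutoff, the mean activation of sample wells plus 3 SD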; note: some results filed as inactive read as strong as hits
# Target sequence (P08173 whole entry, looked up): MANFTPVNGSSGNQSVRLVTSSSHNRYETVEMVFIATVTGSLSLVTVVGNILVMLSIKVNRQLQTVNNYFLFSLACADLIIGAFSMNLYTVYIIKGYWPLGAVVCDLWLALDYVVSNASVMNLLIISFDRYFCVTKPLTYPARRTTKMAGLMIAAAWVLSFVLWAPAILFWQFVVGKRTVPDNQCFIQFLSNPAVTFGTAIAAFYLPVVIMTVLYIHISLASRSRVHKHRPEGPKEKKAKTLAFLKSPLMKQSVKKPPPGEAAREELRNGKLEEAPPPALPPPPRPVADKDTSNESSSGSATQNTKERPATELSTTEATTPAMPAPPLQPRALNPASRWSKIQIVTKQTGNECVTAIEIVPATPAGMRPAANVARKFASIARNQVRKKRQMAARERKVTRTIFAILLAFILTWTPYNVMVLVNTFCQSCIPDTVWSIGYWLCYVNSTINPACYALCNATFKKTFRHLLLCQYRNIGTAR
# M5 ag: CHRM5 agonism in calcium assay. CHO-K1 hM5 cells, Fluo-8 calcium fluorescence; 0% DMSO wells, 100% maximal acetylcholine response. hit rate 0.19% among 360,000. P08912. activation, % at 3 µM. AID 624037;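 active = activation above the run's mean over test compounds plus 3 SD, cut at about 23% in these data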;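 note: signal is peak over basal fluorescence ratio across the kinetic read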
# CHRM5 antagonist: CHRM5 antagonism in calcium assay. hit rate 0.59% among 360,000. inhibition, % at 3 µM. AID 624040. CHO-hM5 cells, Fluo-8 calcium fluorescence, ACh EC80. P08912;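 active = inhibition above a per-plate cutoff, the mean of that plate's test compounds plus 3 SD, cut at about 27% in these data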;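 note: 0% = acetylcholine EC80 with DMSO and 100% = DMSO without agonist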
# M4 antag: antagonists of human muscarinic M4 receptor (CHRM4) | P08173 | CHO-hM4 cells, ACh EC80, Fluo-8 calcium fluorescence | inhibition, % at 3 µM | hit rate 0.73% among 360,000;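 active = inhibition above its plate's cutoff, the mean inhibition of sample wells plus 3 SD, cut at about 27% in these data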;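 note: 0% = acetylcholine EC80 with DMSO and 100% = DMSO without agonist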
# M5 PAM: potentiates acetylcholine response at human M5 receptor; hit rate 0.3% among 360,000; AID 624038; activation, % at 3 µM; P08912; CHO-K1 hM5, Fluo-8 calcium, ACh EC20 PAM; 0% = ACh EC20, 100% = ACh EC100;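 active = activation above the run cutoff, the mean activation of all test compounds plus 3 SD, cut at about 18% in these data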
#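 Probe or stimulus: acetylcholine, EC20 level; Assay system: human M5 receptor in CHO-K1 cells; Schedule: compound preincubation 140 s before EC20 acetylcholine addition; Technique: intracellular calcium via Fluo-8 fluorescence; Dosing: single-point, 3 µM nominal; Read-out basis: percent activation from peak-over-basal fluorescence ratio, scaled EC20-to-EC100 acetylcholine; Repeats: one well per compound, no replicates.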
# CRFR2-BP ag: CRF-BP/CRF-R2 complex agonism | HEK293 CRF-R2/CRF-BP, calcium dye fluorescence (FLIPR); percent of saturating CRF peptide response | activation, % at 13.2 µM | hit rate 0.46% among 350,000 | AID 588473;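 active = activation of at least 50%, plus an integration ratio under a set limit after plate pattern correction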;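 note: plate controls were neutral control wells without compound for no effect and CRF at EC100 for full effect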
# M1 PAM: human CHRM1 positive allosteric modulation; P11229; activation, % at 3 µM; CHO-K1 hM1, Fluo-8 calcium fluorescence, ACh EC20; 0% = ACh EC20, 100% = maximal ACh; hit rate 0.088% among 360,000; in the data active = activation above about 19%, passing the limit was not always enough
# Target sequence (P11229 whole entry, looked up): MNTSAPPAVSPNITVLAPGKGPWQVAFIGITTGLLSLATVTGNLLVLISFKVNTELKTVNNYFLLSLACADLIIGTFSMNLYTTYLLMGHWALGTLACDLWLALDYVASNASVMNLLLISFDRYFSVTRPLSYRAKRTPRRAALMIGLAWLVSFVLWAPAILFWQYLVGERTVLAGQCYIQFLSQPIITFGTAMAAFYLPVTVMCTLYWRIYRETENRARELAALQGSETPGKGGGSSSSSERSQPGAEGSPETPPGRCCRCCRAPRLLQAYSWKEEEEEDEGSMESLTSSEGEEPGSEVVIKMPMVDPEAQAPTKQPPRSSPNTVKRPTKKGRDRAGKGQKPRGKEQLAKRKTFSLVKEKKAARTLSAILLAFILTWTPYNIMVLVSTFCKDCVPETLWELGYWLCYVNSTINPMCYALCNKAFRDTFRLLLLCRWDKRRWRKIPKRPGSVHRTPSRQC
# M4 ag: agonists of human muscarinic M4 receptor (CHRM4); P08173; CHO-K1 hM4/Gqi5, Fluo-8 calcium fluorescence; vehicle 0%, full acetylcholine response 100%; activation, % at 3 µM; hit rate 0.14% among 360,000; AID 624127;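 active = activation above the run mean over all test wells plus 3 SD, cut at about 32% in these data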;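 note: peak over basal fluorescence ratio per well then scaled between controls; 0% = DMSO wells and 100% = acetylcholine at EC100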
# M1 antag: antagonists of human M1 muscarinic receptor; hit rate 1.3% among 360,000; CHO-K1 hM1, Fluo-8 calcium fluorescence, ACh EC80 antagonist; P11229; AID 588852; inhibition, % at 3 µM;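 active = percent inhibition above its own plate's cutoff, namely the mean of that plate's compound wells plus 3 SD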;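 note: peak over basal fluorescence ratio during 140 s after agonist addition; 0% = ACh EC80 plus DMSO and 100% = DMSO alone without agonist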
# * = called active by the depositor; . = not tested or not shown.
SMILES,CHRM4 PAM,M5 ag,CHRM5 antagonist,M4 antag,M5 PAM,CRFR2-BP ag,M1 PAM,M4 ag,M1 antag
COC(=O)c1sccc1NC(=O)Nc1ccccc1F,-8.0,-1.7,2.6,6.2,-5.2,-1.0,10.9,-0.2,-6.3
Cc1cccc(-n2c(O)c(C=Nc3ccccc3N)c(=O)[nH]c2=O)c1,-3.4,-1.3,6.2,4.1,-2.2,9.7,-3.0,0.7,9.7
C#CCOCCOCCOCCNc1nc(N2CCN(C(=O)CCCCCCCCCCNC(=O)[C@H](CCCCN)n3cc(C)nn3)CC2)nc(N2CCN(C(=O)CCCCCCCCCCNC(=O)[C@H](CCCCN)n3cc(CCCC(=O)O)nn3)CC2)n1,7.8,2.3,-2.1,-5.8,1.2,2.1,7.7,1.9,-2.5
CCN(C(=O)c1ccc(=O)n(C)n1)c1c(N)n(Cc2ccccc2)c(=O)[nH]c1=O,5.4,2.5,3.6,-4.8,5.0,0.3,5.1,0.6,-14.7
COc1ccc(S(=O)(=O)NNC(=O)Nc2ccc(C)cc2)c(OC)c1,-2.0,-3.8,2.6,3.0,1.3,-0.6,13.3,1.2,-14.8
COc1ccccc1C(=O)NCCCNC(=O)c1cccnc1,1.3,-2.9,16.6,8.3,-3.9,-0.1,4.0,1.3,-2.5
Cc1ccc(C(=O)C(C)OC(=O)Cn2[nH]c(=O)c3ccccc3c2=O)cc1 (stereo not given),-1.6,-2.3,-17.0,1.5,11.8,-1.7,0.2,1.4,3.0
Cc1ccc(CCNC(=O)C2CCC(=O)N2Cc2cccnc2)cc1 (stereo not given),11.2,-2.8,-2.1,-8.6,-4.1,2.2,-5.1,0.1,0.7
N#CC1=C(N)N2C(=C(C#N)C1c1cccc(Br)c1)Nc1ccccc12 (stereo not given),-3.3,2.3,16.2,4.1,-10.1,23.7,-6.7,3.9,6.7
CCOc1ccc(NC(=O)C2CCN(S(=O)(=O)c3cccnc3)CC2)cc1,-2.5,0.7,8.3,1.5,-4.7,-0.8,3.8,1.0,-11.7
CCN1CCN(c2oc(COc3ccc(Cl)cc3)nc2C#N)CC1,-5.0,-16.4,1.1,-11.1,0.5,0.3,10.1,1.1,-20.1
O=C(Cn1ccc(C(F)(F)F)n1)N/N=C/c1ccc2c(c1)OCO2,-1.2,-0.6,8.0,-0.1,-1.8,2.2,-0.2,2.3,3.5
O=C(O)c1c[nH]c2ccc([N+](=O)[O-])cc2c1=O,4.8,1.1,2.8,6.6,13.1,-0.8,5.8,1.2,-15.3
CCCNC(=O)c1oc2ccc3c(c2c1C)C(O)CC(C)(C)O3 (stereo not given),12.4,-5.2,-6.7,-24.0,1.2,-2.4,7.8,2.4,-19.4
Cc1nc(C(F)(F)F)ccc1C(=O)N1CCC1(C)C(=O)NS(=O)(=O)c1ccccc1 (stereo not given),3.5,2.2,3.5,-9.3,-2.5,.,11.9,0.8,-9.8
COc1ccc(OCCSc2nc(-c3ccccc3)cc(=O)[nH]2)cc1,-14.1,-4.7,6.8,22.4,-11.8,-4.5,-13.6,1.0,11.5
COc1ccccc1NC(=O)CSc1nnc2ccc(-c3ccccn3)nn12,10.8,2.4,3.6,-3.9,-0.2,-1.9,9.5,0.5,-7.3
CCCCCn1c(SCC(=O)CC(=O)OCC)nc2cc(C(=O)N3CCC(C(N)=O)CC3)ccc2c1=O,4.1,0.6,5.6,-2.5,0.6,-1.7,4.5,2.4,-3.4
O=C(Nc1ccc(S(=O)(=O)Nc2ncccn2)cc1)C1CC(=O)N(c2ccccc2)C1 (stereo not given),1.4,1.8,3.6,3.5,3.3,1.3,3.7,1.1,-6.5
CCN(CC)c1ncnc2sc3c(c12)CCC3,18.8,-2.4,11.7,4.5,1.9,0.4,3.4,2.0,-0.4

# The list goes on; the last 2 above are carried over.
SMILES,CHRM4 PAM,M5 ag,CHRM5 antagonist,M4 antag,M5 PAM,CRFR2-BP ag,M1 PAM,M4 ag,M1 antag
O=C(Nc1ccc(S(=O)(=O)Nc2ncccn2)cc1)C1CC(=O)N(c2ccccc2)C1 (stereo not given),1.4,1.8,3.6,3.5,3.3,1.3,3.7,1.1,-6.5
CCN(CC)c1ncnc2sc3c(c12)CCC3,18.8,-2.4,11.7,4.5,1.9,0.4,3.4,2.0,-0.4
CCN(CC)CCCNC(=O)C1CCC(CNS(=O)(=O)c2ccc(Cl)cc2)CC1 (stereo not given),-3.0,-4.9,5.3,-0.9,-4.0,-1.2,-0.1,1.4,-6.2
COCCN(C(=O)COc1ccc(Cl)cc1)c1nnc(-c2cccnc2)s1,17.9,3.5,-18.5,-8.8,6.9,4.9,12.1,0.5,-13.8
CN=CC1=C(O)c2ccccc2C1=O,7.0,1.3,-9.7,-3.5,7.1,-1.3,4.7,0.9,-2.3
CN(C)CCNC(=O)C(c1ccccc1)c1ccccc1,-5.3,-20.0,11.2,-4.3,-8.2,0.4,-15.2,0.6,16.6
Cc1csc(Sc2nc3c(c(=O)[nH]c(=O)n3C)n2CCCc2ccccc2)n1,12.4,-0.7,-3.4,3.5,4.3,-3.2,3.4,0.6,8.6
O=c1c2c3c(sc2nc2n1CCCCC2)CCCC3,-8.0,-3.4,0.3,8.0,4.2,0.9,-12.3,0.2,20.4
CC(C)n1cc(/C=N\NC(=O)c2cc3c(ccc4ccccc43)o2)c2ccccc21,10.9,-2.7,5.4,-12.0,-8.6,2.0,5.0,1.0,-7.1
Cc1cc(NC(=O)CSc2nnc3c(C)cc4cc(C)c(C)cc4n23)no1,12.6,0.9,-3.0,-7.5,6.7,-0.5,3.9,3.7,-13.4
CCOc1cc(S(=O)(=O)N2CCN(C(=O)c3ccco3)CC2)ccc1F,-4.5,1.5,8.0,-5.2,-3.8,-0.5,9.6,2.1,-7.3
Cc1ccc(-c2nnc(NC(=O)CCS(=O)(=O)c3ccccc3)o2)c(C)c1,5.8,-0.1,4.6,-17.2,0.1,-3.3,6.7,0.2,-12.4
CSc1nnc(C)c(=O)n1COC(=O)COc1ccccc1,-6.6,2.0,0.7,7.3,-3.2,-4.5,1.3,0.9,-1.9
O=c1c(-c2ccnn2-c2ccccc2F)cnc2n1CCS2,2.0,-5.2,-1.2,-1.7,-8.9,1.0,-3.7,0.3,14.0
NC(=O)CN(C/C=C/c1ccccc1)C/C=C/c1ccccc1,-3.0,-1.7,9.3,4.0,0.8,-0.5,4.9,0.2,-2.1
C=CCn1c(C)cc(C(=O)COC(=O)CCc2cc(OC)c(OC)c(OC)c2)c1C,-1.2,3.0,2.7,-4.2,-6.2,-1.7,-2.1,7.1,-4.8
Cc1ccc2c(c1)N(CC(=O)NCc1cccnc1)C(=O)CO2,-2.4,-1.1,-2.8,14.7,-0.9,1.8,4.3,0.1,-3.5
Cc1ccc(S(=O)(=O)NCCC(=O)NNC(=O)COc2ccc(Br)cc2)cc1C,-4.3,-2.8,10.0,2.8,-2.7,0.1,6.5,0.5,-3.1
O=C(Cn1nnc(-c2ccccc2F)n1)Nc1ccc(S(=O)(=O)NC2CCCC2)cc1,2.8,0.2,-1.5,-9.3,-1.8,6.2,-0.7,10.7,-1.1
Cc1cc(C)nc(N/N=C/c2cc3c(cc2[N+](=O)[O-])OCO3)n1,0.6,-0.7,6.8,8.2,-1.0,0.2,10.5,1.8,-8.7
COC1C(C)=C(C)C(=O)N1Cc1ccc(F)cc1 (stereo not given),3.4,-1.0,5.3,-8.7,-3.2,-0.6,0.5,1.2,1.8
COc1ccc(NC(=O)Cc2c[nH]c3ccccc23)cc1S(=O)(=O)N1CCCCC1,-5.1,-1.1,7.9,-10.8,-7.3,1.3,2.2,3.6,3.3

# Results in M1 PAM, for some of the entries so far:
molecule,M1 PAM
COCCN(C(=O)COc1ccc(Cl)cc1)c1nnc(-c2cccnc2)s1,12.1
CSc1nnc(C)c(=O)n1COC(=O)COc1ccccc1,1.3
CCN(CC)CCCNC(=O)C1CCC(CNS(=O)(=O)c2ccc(Cl)cc2)CC1 (stereo not given),-0.1

# (listing goes on)
SMILES,CHRM4 PAM,M5 ag,CHRM5 antagonist,M4 antag,M5 PAM,CRFR2-BP ag,M1 PAM,M4 ag,M1 antag
CCOc1cccc2sc(N(CCN(CC)CC)C(=O)c3cccc([N+](=O)[O-])c3)nc12,-3.1,-10.1,-0.8,-2.3,5.2,-1.7,-0.2,0.7,-5.7
CC(CC(=O)NC1CCSC1=O)c1ccccc1 (stereo not given),-1.7,-0.8,-1.5,3.5,1.7,-0.2,9.2,0.8,-5.3
CN=c1scc(C)n1/N=C/c1ccc(O)c(O)c1O,0.4,0.6,-4.3,7.5,2.3,-2.2,6.7,-0.4,-5.5
N#C/C(=C\c1ccncc1)C(N)=O,6.1,-2.6,-0.1,-2.7,-6.3,-5.1,7.3,0.4,-6.5
Cc1ccc(NS(=O)(=O)c2ccc(NS(=O)(=O)c3cccs3)cc2)cc1,-4.6,6.2,0.6,9.3,-10.9,0.4,-0.7,3.8,-20.1
Brc1cccc(/C=N/Nc2nn[nH]n2)c1,-2.7,0.2,0.6,-5.5,13.2,-0.3,14.9,0.2,-10.9
CCOC(=O)C1=NN(c2ccc(OC)cc2)C(c2ccccc2)CC1=O (stereo not given),-8.7,-1.0,-0.3,15.3,-3.5,0.8,0.2,-2.2,10.8
CCCc1cc(=O)n2[nH]c(Cc3ccccc3)nc2n1,2.9,1.7,-1.0,-3.0,5.1,0.6,1.7,-0.6,-24.4
O=C(CCCc1ccccc1)Nc1ccnn1C1CCN(Cc2ccccn2)CC1,3.8,-3.1,-8.1,-18.1,-0.6,1.7,1.2,1.8,-2.5
N#CCN1CCC/C1=C\[N+](=O)[O-],0.7,-0.9,3.6,7.6,1.5,-1.0,2.1,-0.1,-7.8
CC(O)(c1ccccc1)c1nc(-c2ccc3c(c2)OCO3)cs1 (stereo not given),-2.1,-0.8,1.3,-15.6,-10.1,.,7.9,3.6,-14.2
O=P(C(=S)Nc1ccccc1Cl)(c1ccccc1)c1ccccc1,7.8,-0.6,-3.2,-12.7,0.5,-1.4,2.6,0.2,-11.9
CCCCOc1ccc(-c2nnc(N)s2)cc1,0.6,-1.0,0.1,-3.5,-2.4,-2.5,0.3,0.1,2.2
O=C(NCCN1CCOCC1)c1cc(-c2ccc(F)cc2)nc2ccccc12,11.2,-1.8,-9.6,-8.9,-2.6,0.8,9.9,3.6,-0.1
COc1ccccc1NC(=O)Cn1nnc(C(=O)NCc2ccc3c(c2)OCO3)c1N,1.8,-2.9,-6.4,-5.8,0.4,-2.0,-1.8,0.6,9.4
CC(=O)Nc1ccc(NC(=S)NC(=O)c2ccc(-c3ccccc3)cc2)cc1,-4.8,-0.4,6.9,-3.5,3.1,-2.0,9.6,0.2,-12.4
Cc1cc(C)cc(NC(=O)COC(=O)CCn2c(C)csc2=O)c1,2.9,-1.0,7.7,-1.4,8.2,-3.1,10.4,-0.2,-14.2
COc1ccc(/C=C2/SC(=O)N(CC(=O)NCCC(C)C)C2=O)cc1OC,1.3,2.5,7.8,5.8,1.3,0.7,10.8,0.2,-7.5
COc1ccc(Br)cc1S(=O)(=O)Nc1cccc(C)n1,-0.3,-0.5,2.8,-1.6,4.3,-2.5,9.6,0.2,-10.5
COc1ccc(NC(C)C(=O)Nc2ccc(C#N)cc2)cc1Cl (stereo not given),5.5,0.6,3.9,-13.2,-4.3,-0.5,5.3,8.6,-7.6
COc1ccccc1C(=O)C(O)c1ccccc1OC (stereo not given),-5.3,3.3,6.4,9.0,4.7,2.5,-7.4,1.4,18.5
